High-throughput results deposited in PubChem by The Scripps Research Institute Molecular Screening Center.
TTR transcr act: TTR transcription activators in neuroblastoma reporter cells, primary screen, cell-based, luminescence, SH-SY5Y, TTR promoter Gaussia luciferase; 100% = recombinant luciferase protein wells; activation, % at 16.7 µM; hit rate 1.3% among 92,000; AID 1117267, 2014;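 active = activation above the mean of all tested compounds plus 3 SD, cut at about 9.5% in these data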;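 note: cells exposed to compounds for one day before reading; 0% = median of all test compound wells on the plate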
* marks the source's active call; other numbers are inactive results.

SMILES | TTR transcr act
CC[C@]1(c2ccc(C)cc2)C(=O)N(C(=O)OC(C)C)N1C(=O)OC(C)C | 0.7
O=C(CCCOC(=O)c1ccc(O)cc1O)c1ccccc1 | -1.4
CC(C)c1ccc(CCNC(=O)c2cccc(S(=O)(=O)N3CCN(C)CC3)c2)cc1 | -0.8
CS(=O)(=O)c1ccc2nc(NC(=O)CC3CCCC3)sc2c1 | -2.0
CCOC(=O)C1=C(C)N=C2SCCC(=O)N2[C@@H]1c1cccs1 | -0.5
Cc1ccc2[nH]c3c(=O)n(CC(=O)N4CCN(C)CC4)ncc3c2c1 | 0.1
Cc1ccc(OCCCCCCN2CCNCC2)cc1 | 0.9
CC(C)c1nc(NCCO)c(C#N)c2c1CCCC2 | -1.8
O=C(Nc1ccn(Cc2ccccc2F)n1)c1ccc(COc2ccccc2Cl)cc1 | -4.6
O=C(O)/C=C/C(=O)Nc1ccccc1C(=O)OCC(=O)c1ccc2c(c1)OCCO2 | 0.4
Cc1nn(Cc2ccccc2)c(C)c1NC(=O)CCCn1nc(C)c([N+](=O)[O-])c1C | -0.6
CCCN(CC1CC1)C(=O)COC(=O)c1oc2ccc(OCC)cc2c1C | -0.9
COc1ccc(NC(=O)c2nc[nH]c2C(=O)N2CCN(c3ccccc3)CC2)cc1 | -3.4
CCC(=O)c1cc2c(cc1NC(=O)c1ccc(C)cc1)OCCO2 | -0.9
NNC(=O)c1ccc(COc2ccc3c(c2)CCC3)cc1 | 0.1
COc1ccccc1CNC(=O)CN(C)S(=O)(=O)c1cccc2cccnc12 | -0.6
CC(C)S(=O)(=O)N1CCCC(c2cc(C(=O)Nc3ccc(F)c(Cl)c3)no2)C1 (configuration not stated) | -1.7
Cc1ccc(N2CC(C(=O)Nc3cccnc3)CC2=O)cc1C (configuration not stated) | 1.7
CCOc1ccc(CCNC(=O)CSc2cc(=O)n(C)c3cc(Cl)ccc23)cc1OCC | -0.3
Cc1ccsc1C(=O)OCC(=O)NCCc1ccccc1 | 2.8
Cc1cccc(CSCCNC(=O)CCSc2ccccc2)c1 | -0.7
COc1cccc(OCC(=O)NNC(=S)Nc2ccc(Cl)cc2Cl)c1 | 0.1
O=[N+]([O-])c1ccc(/C=N/Nc2nc(-c3ccccc3)c3cc(Br)ccc3n2)o1 | -1.5
CCN(c1ccccc1)S(=O)(=O)c1ccc(Cl)c(C(=O)N2CCCC2)c1 | 0.9
O=C(COC(=O)c1ccc(F)c([N+](=O)[O-])c1)NC(=O)NCc1ccccc1 | 1.6
Cc1ccc(OCc2nnc(SC(C)C(=O)O)n2Cc2ccccc2)cc1 (configuration not stated) | 2.3
O=C1CSC(=S)N1Cc1cccs1 | 1.4
CN(CC1CCCO1)S(=O)(=O)c1ccc(C(=O)Nc2ccc([N+](=O)[O-])cc2)cc1 (configuration not stated) | 1.0
CCOC(=O)C1C[C@@H](O)C=CC1=O (some centres not stated) | 0.3
C=C(C)CSC1=C(C#N)C(c2ccsc2)CC(=O)N1 (configuration not stated) | -1.8
CCN1CCN(S(=O)(=O)c2cccc3nsnc23)CC1 | 5.0
CCc1nc2ccc(C(=O)N3CCCC(C(N)=O)C3)cn2c1N(CCC(C)C)CCN(C)C (configuration not stated) | 1.8
COc1ccc(CCNC(=O)C2CCCN2C(=O)Nc2ccc(C)cc2)cc1OC (configuration not stated) | 2.2
COC(=O)c1c(C)oc(C)c1S(=O)(=O)NCC1CC1 | 0.1
Cc1cc(C)cc(C(=O)NCC(=O)OCC(=O)c2cc(C)n(CC(F)(F)F)c2C)c1 | 1.2
O=C(NC(=S)NCCCN1CCOCC1)c1ccc([N+](=O)[O-])cc1 | -0.6
Cc1noc(C)c1NC(=O)Nc1ccc2c(c1)C(=O)N([C@H](C)CO)C[C@H](C)[C@@H](CN(C)S(=O)(=O)c1ccc(F)cc1)O2 | 6.9
CCOc1ccccc1N1CCN(Cc2cccc(OC)c2O)CC1 | -1.8
Cc1ccc2nc(-c3ccc(NC(=S)NC4CC(C)(C)NC(C)(C)C4)cc3)sc2c1 | -4.2
CCc1nc2c(n1O)CCc1nonc1-2 | -1.1
Cc1ccc(-c2cc(C(=O)Nc3c(C#N)cnn3C)no2)cc1 | 4.0
CCc1c(C)nc2ncnn2c1N1CCC(C(=O)NCc2cccc(OC)c2)CC1 | -0.3
O=S(=O)(CCc1nc2ccccc2o1)c1ccc(Cl)cc1 | 0.3
Cc1cc(N2CCCC2)c(C)cc1C=O | -2.6
CC(C)(C)NC(=O)NC(=O)COC(=O)COc1ccc(Cl)cc1Cl | 1.5
O=C(c1ccccc1)N1CCCCC(Sc2nnc3ccccn23)C1=O (configuration not stated) | 1.4
CCOC(=O)C(=O)N(CC)C1CCS(=O)(=O)C1 (configuration not stated) | 1.8
O=C(CSc1ncc(-c2ccccc2)n1C1CCCC1)N1CCc2ccccc21 | 8.3
Cc1cccc(NS(=O)(=O)c2ccc3c(c2)NC(=O)CC(=O)N3)c1 | 13.2*
O=[N+]([O-])c1ccc(OCCO)nc1 | -1.0
Cc1ccccc1NC(=O)/C(=C\c1cccs1)NC(=O)c1ccco1 | 1.9
COc1ccc(C)cc1N(CC(=O)Nc1cccnc1)S(=O)(=O)c1ccccc1 | 6.9
S=C(NCCCN1CCOCC1)NCCCN1CCOCC1 | -0.5
Cn1c(=O)c2c(ncn2CCC(=O)N/N=C/c2cccnc2)n(C)c1=O | -0.8
Cc1[nH]c2ccccc2c1C(=O)C(=O)NCc1ccncc1 | -0.5
CCC(c1nnnn1Cc1cccs1)N1CCN(C2CCCC2)CC1 (configuration not stated) | -0.5
Cc1sc(NC(=O)c2ccc(=O)n(C)n2)nc1-c1ccccc1 | -2.7
CCCC(=O)Nc1nnc(SCC(=O)NCc2cccs2)s1 | 3.8
COCCCNc1nc(-c2ccc(Cl)cc2)nc2ccccc12 | -2.0
Nc1c(N2CCCCC2)c2ccccc2oc1=O | -1.8

The results go on.
SMILES | TTR transcr act
Cc1n[nH]c(=S)n1/N=C/c1ccc(OCc2ccc(Cl)cc2Cl)cc1 | -1.8
Cc1ccc(F)cc1NC(=O)c1ccc2c(c1)OCO2 | -0.7
CC(C)NC(=O)Nc1ccc2c(c1)C(=O)N([C@H](C)CO)C[C@H](C)[C@@H](CN(C)C(=O)NC(C)C)O2 | -0.6
COc1cccc(C2CC(c3ccc(Cl)cc3Cl)Nc3nc(N)nn32)c1 (configuration not stated) | 4.6
COc1ccc(-c2cc(C(=O)O)c3ccccc3n2)c(OC)c1 | 0.2
Cc1cc(NC(=O)Nc2ccccc2F)ccc1Br | -5.3
O=C(O)C1CCC(N2C(=O)C3CCCCC3C2=O)CC1 (configuration not stated) | -0.7
C=CCn1c(SC2CCOC2=O)nc2sc(C)c(C)c2c1=O (configuration not stated) | -2.1
COc1ccc(C2(C)NC(=O)N(CC(=O)NCC(=O)Nc3ccc(F)c(F)c3F)C2=O)cc1OC (configuration not stated) | -0.5
CC1=C(C(=O)N(C(C)C)C(C)C)CC(CC(=O)NCC2CCCCC2)C(=O)N1Cc1ccc(F)cc1 (configuration not stated) | -0.8
CCc1cc(C(=O)OC)c(NC(=O)CC2SC(N)=NC2=O)s1 (configuration not stated) | 0.0
COc1ccc(CN2C(=O)C(CC(=O)NCCCN(C)C)CC(C(=O)N3CCOCC3)=C2C)cc1 (configuration not stated) | -1.3
COc1ccc2ccccc2c1C1CC(=O)N2CN(C)CSC2=C1C#N (configuration not stated) | 4.1
Cc1cccc2c1CC(C)(C)N=C2C1=C(O)CCCC1=O | -0.6
CC(=O)Nc1cccc(-c2csc(N)n2)c1 | 9.7*
CCOc1cc(/C=C/C(=O)OCC(=O)NCC2CCCO2)cc(Cl)c1OC (configuration not stated) | 0.0
Cc1[nH]c2ccc(C(=O)OCCN(C)C)cc2c1C | 0.4
CC(=O)c1nn(-c2cccc(C)c2)cc1C(=O)c1cccc(Br)c1 | -0.3
CC(C)=CCC[C@H](C)CC1Cc2[nH]c(=S)[nH]c(=O)c2C(c2ccc(F)cc2)O1 (some centres not stated) | 0.1
O=C1COC(c2ccccc2)=CN1Cc1ccccc1 | 1.2
CCOC(=O)c1[nH]nc(N)c1NC(=O)c1ccc(Cl)cc1Cl | -3.2
COC(=O)c1[nH]c2ccc(C)cc2c1NC(=O)CN1CCN(Cc2ccccc2)CC1 | -3.5
O=C(NCc1ccccn1)C(C(=O)c1cccc([N+](=O)[O-])c1)n1cc(Cl)ccc1=O (configuration not stated) | 0.7
Cn1c(=O)[nH]c(=O)c2c1nc(N1CCc3ccccc3C1)n2CCSc1nc2ccccc2s1 | 0.8
OCCOCCOCCn1c2ccccc2c2ccccc21 | 1.2
Cc1cccc(N2CCN(S(=O)(=O)c3c(C)nc4scc(C)n4c3=O)CC2)c1C | 2.0
COc1ccc(COc2ccc(C3C(S(=O)(=O)c4ccccc4)CON3C)cc2OC)cc1 (configuration not stated) | 3.0
COCCn1c(C)cc(C2=NNC(=Nc3ccc(Cl)cc3Cl)SC2)c1C | -0.7
Cc1cccc(N2CCN(S(=O)(=O)c3c(C)[nH]c(C)c3C(=O)N3CCCC3)CC2C)c1 (configuration not stated) | 2.0
Cc1ccnc(NC(=O)COc2ccc(Cl)cc2)n1 | -0.1
Cc1ccccc1C(=O)NN1CCOCC1 | 1.4
CN(C)C(=S)NC(=O)C12CC3(C)CC(C)(CC(C)(C3)C1)C2 | -0.7
CN(C)/C=N/c1nccc(-c2cccs2)n1 | -0.3
CN(Cc1nccn1C)C(=O)CC1C(=O)NCCN1Cc1cccc(Oc2ccccc2)c1 (configuration not stated) | 1.2
Cc1cc(C(=O)NNc2ccc(C)c(C)c2)no1 | -0.9
Cn1cc(CN2CCN(c3ccccc3)CC2)c2ccccc21 | -0.5
O=C(CNC(=O)c1ccc2c(c1)OCO2)N/N=C(Br)/C=C/c1ccccc1 | -0.5
Cc1cc(C)cc(NC(=O)CN2CCN(C(=O)c3cccs3)CC2)c1 | 2.2
NC(=O)COC(=O)c1cc(=O)[nH]c2ccc(S(=O)(=O)Nc3ccc(F)cc3)cc12 | -1.2
CC(/C=C/c1ccc(N(C)C)cc1)=N\N=C(/N)SC1CC(=O)N(c2ccc(C(=O)O)cc2)C1=O (configuration not stated) | 1.8

17 successive records from above, quoted:
SMILES | TTR transcr act
Cn1c(=O)[nH]c(=O)c2c1nc(N1CCc3ccccc3C1)n2CCSc1nc2ccccc2s1 | 0.8
OCCOCCOCCn1c2ccccc2c2ccccc21 | 1.2
Cc1cccc(N2CCN(S(=O)(=O)c3c(C)nc4scc(C)n4c3=O)CC2)c1C | 2.0
COc1ccc(COc2ccc(C3C(S(=O)(=O)c4ccccc4)CON3C)cc2OC)cc1 (configuration not stated) | 3.0
COCCn1c(C)cc(C2=NNC(=Nc3ccc(Cl)cc3Cl)SC2)c1C | -0.7
Cc1cccc(N2CCN(S(=O)(=O)c3c(C)[nH]c(C)c3C(=O)N3CCCC3)CC2C)c1 (configuration not stated) | 2.0
Cc1ccnc(NC(=O)COc2ccc(Cl)cc2)n1 | -0.1
Cc1ccccc1C(=O)NN1CCOCC1 | 1.4
CN(C)C(=S)NC(=O)C12CC3(C)CC(C)(CC(C)(C3)C1)C2 | -0.7
CN(C)/C=N/c1nccc(-c2cccs2)n1 | -0.3
CN(Cc1nccn1C)C(=O)CC1C(=O)NCCN1Cc1cccc(Oc2ccccc2)c1 (configuration not stated) | 1.2
Cc1cc(C(=O)NNc2ccc(C)c(C)c2)no1 | -0.9
Cn1cc(CN2CCN(c3ccccc3)CC2)c2ccccc21 | -0.5
O=C(CNC(=O)c1ccc2c(c1)OCO2)N/N=C(Br)/C=C/c1ccccc1 | -0.5
Cc1cc(C)cc(NC(=O)CN2CCN(C(=O)c3cccs3)CC2)c1 | 2.2
NC(=O)COC(=O)c1cc(=O)[nH]c2ccc(S(=O)(=O)Nc3ccc(F)cc3)cc12 | -1.2
CC(/C=C/c1ccc(N(C)C)cc1)=N\N=C(/N)SC1CC(=O)N(c2ccc(C(=O)O)cc2)C1=O (configuration not stated) | 1.8

Later entries:
SMILES | TTR transcr act
O=C(CCc1ccccc1)Nc1cc(Cl)ccc1O | -2.2
CCc1ccccc1NC(=O)c1cnc2n(c1=O)CCS2 | 0.0
O=C(Nc1ccc(N2CCOCC2)cc1)C1CCN(S(=O)(=O)c2ccc3c(c2)OCCO3)CC1 | 1.8
COc1cc(C=O)ccc1Oc1nnnn1-c1ccc(C(N)=O)cc1 | -0.7
O=C(COc1ccc(Br)cc1Br)NNC(=O)c1cccs1 | 3.5
Cc1nc(C)c(C(=O)O)c(-c2cccs2)c1C(=O)O | 2.7
CCn1c(-c2ccc(C)cc2)n[nH]c1=S | 0.6
O=C(O)c1cccc(N2C(=S)N=C(Nc3ccccc3)C23CCCCC3)c1 | -0.2
O=C(O)c1ccc(COc2ccc([N+](=O)[O-])cc2Cl)cc1 | 4.3
CCOC(=O)Cc1csc(NC(=O)COc2ccc3c(c2)CCC3)n1 | 13.6*
Cn1cccc1/C=C1\CC(C(C)(C)C)C/C(=C\c2cccn2C)C1=O (configuration not stated) | 0.7
O=C(O)CN1C(=O)C2C3CC(C2C1=O)C1C(c2ccc(Cl)cc2)c2sc(=O)[nH]c2SC31 (configuration not stated) | -0.7
CCOc1cc(N2CCOCC2)c(OCC)cc1NC(=O)CSc1ncccc1C(=O)O | -2.0
Nc1ncnc(NCc2ccccc2)c1[N+](=O)[O-] | -1.1
CCOC(=O)c1c(-c2ccc(C)cc2)csc1/N=C(\C)C1=C(O)c2ccccc2C1=O | 1.1
CCOC(=O)c1c(-c2cccs2)csc1NC(=O)CN1CC(C)OC(C)C1 (configuration not stated) | -5.7
COc1cc(OC)cc(-c2nc3nc(C)c(CCC(=O)O)c(C)n3n2)c1 | 0.9
O=C(CCS(=O)(=O)c1ccccc1)Nc1nncs1 | 0.6
COc1cc(C(=O)Nc2ccc(O)cc2C(=O)O)ccc1OC(C)=O | -0.9
COc1ccccc1NC(=O)Nc1ccc(Cc2ccncc2)cc1 | 0.3
CC(=O)N1CCN(C(=O)CCC(=O)O)CC1 | 3.0
Cc1ccc(C)c(N2CCN(C(=O)CNS(=O)(=O)c3cccs3)CC2)c1 | 3.2
CC(=O)c1sc(C(=O)O)c(-c2ccco2)c1-c1ccco1 | 0.7
CN(C)c1ccc(CNn2cnnc2SCc2ccc(F)cc2)cc1 | 4.0
COc1ccc(C(=O)Nc2ccncc2)cc1[N+](=O)[O-] | -0.2
Cc1ccc(C)n1-c1ccc(C(=O)NN)cc1 | 1.4

A portion of the library; the hit share may differ from the screen's.
